# N370S GC mod = inhibits or activates N370S mutant glucocerebrosidase | Potency, µM (titrated, usually from 59.4 µM), without a hit: at the top dose activity change, negative = inhibition, usual class: inhibitors | N370S GC spleen homogenate, 4MU-glucoside fluorescence | actives 0.092% (n = 330,000);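 further: 0% = full enzyme activity and -100% = no enzyme basal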
# TDP1 inh = inhibitors of human tyrosyl-DNA phosphodiesterase TDP1; Q9NUW8; recombinant TDP1, AlphaScreen DNA substrate cleavage; Potency, µM (doses to about 130 µM), inactives show top-dose activity change, negative = inhibition, hits mostly inhibitors; actives 0.28% (n = 350,000); AID 485290; further: nearly all actives have a fitted effect of over 40% in size
# Target sequence (Q9NUW8 whole entry, looked up): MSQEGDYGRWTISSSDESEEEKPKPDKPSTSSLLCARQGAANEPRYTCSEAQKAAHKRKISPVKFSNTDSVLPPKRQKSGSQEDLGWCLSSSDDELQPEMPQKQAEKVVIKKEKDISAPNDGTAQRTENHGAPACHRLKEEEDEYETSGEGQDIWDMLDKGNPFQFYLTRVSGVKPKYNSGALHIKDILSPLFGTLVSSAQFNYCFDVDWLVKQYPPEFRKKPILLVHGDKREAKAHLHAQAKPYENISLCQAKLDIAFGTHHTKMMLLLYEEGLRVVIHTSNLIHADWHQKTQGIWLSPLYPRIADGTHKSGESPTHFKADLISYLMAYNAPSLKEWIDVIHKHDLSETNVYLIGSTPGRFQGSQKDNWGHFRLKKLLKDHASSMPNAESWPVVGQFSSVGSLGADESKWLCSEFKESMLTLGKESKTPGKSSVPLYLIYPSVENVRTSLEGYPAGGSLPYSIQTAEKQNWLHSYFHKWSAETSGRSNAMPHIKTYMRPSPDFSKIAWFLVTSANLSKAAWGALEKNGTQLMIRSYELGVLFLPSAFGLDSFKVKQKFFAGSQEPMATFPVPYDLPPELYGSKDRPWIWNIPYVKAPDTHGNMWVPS
#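 Enzyme-compound mixtures sat 15 min at room temperature, followed by a 5 min reaction with 15 nM final substrate and 10 min with AlphaScreen beads. Recombinant human Tdp1 was used at 1 nM final.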
# TDP1 cell noCPT = qHTS for Inhibitors of human tyrosyl-DNA phosphodiesterase 1 (TDP1): qHTS in cells in absence of CPT. DT40 Tdp1-/- hTDP1 cells, no CPT, ATP luminescence, 48 h. Potency, µM (highest dose often 46.2 µM), for the others: at the highest dose activity change, negative = growth inhibition, most hits filed as inhibitors. actives 15% (n = 420,000). AID 686978, 2013; further: nearly all actives have a fitted effect of over 55% in size
#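 Seeded 400 DT40-hTDP1 cells/well (vehicle DMSO, no 20 nM CPT); pinned compounds; ≥48 hr at 37 °C; CellTiter-Glo luminescence as viability measure.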
# An asterisk follows results filed as active; ? = inconclusive; . = no result given; & = joins results of further samples; ! = repeats disagree; [ ] = dose if it differs, or a comment. The call rests on the fitted dose curve; in most records, active means well fitted curve in the direction sought with a large enough effect; inconclusive means small, poorly fitted or top-dose-only effect, or another doubt; inactive means no such curve, though single readings can be large; an effect the other way counts as inactive or inconclusive. Unless noted, on the % scale 0 is the no-effect control and ±100 the full control effect; potency means the concentration at half of the fitted maximal effect. These rows are one share of the data. The share of hits here may be higher or lower than overall.
Structure | TDP1 cell noCPT | TDP1 inh | N370S GC mod
CCOC(=O)c1c(C)[nH]c(C)c1S(=O)(=O)N1CCCC(C(=O)Nc2ccc(OC)c(OC)c2)C1 (configuration not stated) | -7.6% | -0.9% | .
Cc1c(Cl)c([N+](=O)[O-])nn1CC(=O)NC(C)c1ccccc1 (configuration not stated) | -29.6% | 3.9% | -0.6%
CCc1nnc(NC(=O)CSc2nc(-c3ccccc3)cc(-c3ccc(OC)cc3)c2C#N)s1 | 20.6µM* | 2.3% | 3.4%
CC(CC(=O)O)CC(=O)Nc1nncs1 (configuration not stated) | 2.3% | 2.8% | 2.2%
CCN(c1ccccc1)S(=O)(=O)c1ccc(C(=O)Nc2nnc(C3CC3)o2)cc1 | 18.4µM* | 7.5% | -4.2%
CCOC(CNC(=O)c1ccc2c(c1)ncn2-c1cccc(F)c1)OCC | -5.0% | 2.6% | ?
CC1CCCN(C(=O)CCNS(=O)(=O)c2ccc3c(c2)c(=O)n(C)c(=O)n3C)C1 (configuration not stated) | 13.8% | 4.5% | -4.9%
COCCN1CCC(CNCc2c(C(=O)N3CCCCC3)nc3c(C)cccn23)C1 (configuration not stated) | -0.8% | 2.4% | -0.1%
CCOc1ccc(C(=O)NCC(=O)NCC(c2ccc(OC)cc2)N2CCOCC2)cc1OCC (configuration not stated) | 7.3% | -8.9% | -0.3%
CC1C(=O)NN=C1C(=O)N/N=C/c1ccco1 (configuration not stated) | ? | 0.0% | -2.3%

# The final two records of the section before lead into the next:
Structure | TDP1 cell noCPT | TDP1 inh | N370S GC mod
CCOc1ccc(C(=O)NCC(=O)NCC(c2ccc(OC)cc2)N2CCOCC2)cc1OCC (configuration not stated) | 7.3% | -8.9% | -0.3%
CC1C(=O)NN=C1C(=O)N/N=C/c1ccco1 (configuration not stated) | ? | 0.0% | -2.3%
CCC(Cc1ccccc1)NS(=O)(=O)c1csc(C(N)=O)c1 (configuration not stated) | 23.6% | -2.3% | -3.9%
COC(=O)c1ccc(C2C(Oc3ccccc3C)C(=O)N2CCc2ccc(OC)c(OC)c2)cc1 (configuration not stated) | 14.6µM* | -7.8% | ?
COc1ccc2nc(NC(=O)c3cc(C)oc3C)sc2c1 | ? | -1.2% | -5.7%
CCOc1ccc(C(C)NC(=O)CN2C(=O)NC3(CCCCC3)C2=O)cc1OCC (configuration not stated) | 3.7% | -0.4% | .
COc1ccc(NC(=O)Cn2c(=O)n(-c3cc(C)cc(C)c3)c(=O)c3oc4ccccc4c32)cc1OC | 8.2µM* | 5.1% | .
O=C(Nc1cccc(-c2nnc(-c3ccco3)o2)c1)C(c1ccccc1)c1ccccc1 | 16.4µM* | 2.2% | 3.3%
Cc1ccc(NC(=O)c2sccc2C)nc1 | -11.5% | -0.8% | -1.5%
Cc1cccc(C)c1NC(=S)N(CCN1CCCCCC1)Cc1ccco1 | 18.4µM* | 0.0% | -3.5%
COc1ccc(/C=C/C(=O)OCC(=O)N2CCCCCC2)c(OC)c1 | ? | 0.2% | .
Cn1nc(C(=O)NCCc2ccc(Cl)cc2)c2c1-c1ccccc1S(=O)(=O)C2 | 29.1µM* | 1.1% | -1.5%
CN(C)c1nc(=S)nc(NCc2ccccc2)[nH]1 | ? | 5.3% | -6.7%
CC(C)N1CCN(CC#Cc2ccccc2)CC1CCO (configuration not stated) | -8.3% | 4.8% | -7.7%
CNC(=O)c1[nH]cnc1C(=O)NCC(=O)OC(C)(C)C | 8.2% | . | -1.0%
CC(=O)NCCCOc1ccc([N+](=O)[O-])cc1Cl | -1.9% | . | -5.3%
CCOC(=O)c1sc2nc(SCC#N)n(CC3CCCO3)c(=O)c2c1C (configuration not stated) | ? | 0.0% | 6.5%
COc1cc(-c2nc(-c3ccccc3)c(-c3cc([N+](=O)[O-])ccc3C)[nH]2)cc(OC)c1OC | 16.4µM* | -5.0% | -12.4%
CCN(CC)c1ccc(/C=N/N2CCN(Cc3ccc(C)cc3)CC2)c(O)c1 | ? | 0.5% | 1.3%
COC(=O)c1cccc(NC(=O)Nc2ccccc2OC)c1 | ? | . | -13.6%
COC(=O)CSc1ccsc1C(=O)O | -2.3% | 1.6% | 12.9%
COc1ccccc1-n1ccnc(SCC(=O)NCc2ccccc2)c1=O | 2.3% | . | -6.8%
CCc1ccccc1NS(=O)(=O)c1ccc2[nH]cc(C(=O)NCC3CCCO3)c(=O)c2c1 (configuration not stated) | -0.6% | 0.0% | -1.0%
CN(C)CCc1cc2c(c3c1ccc1ccccc13)OCO2 | 20.6µM*! | 6.2%&3.9% | -15.2%&-9.1%
O=C(CCn1c(=O)c2cccn2c2cccnc21)N1CCN(c2ccc(F)cc2)CC1 | 16.4µM* | 2.6% | .
CC(=O)N1CCc2cc(S(=O)(=O)NC(Cc3ccccc3)C(=O)NCc3ccccc3Cl)ccc21 (configuration not stated) | -20.4% | 7.0% | .
Cc1ccc(Nc2sc(C(=O)c3ccc(F)cc3)c(N)c2S(=O)(=O)c2ccc(C)cc2)cc1 | ? | 7.7% | .
OCCO | 12.2% | 1.7%&10.4% | -1.7%
O=[N+]([O-])c1ccc(S(=O)(=O)Nc2ccc(-c3csc(-c4ccccc4)n3)cc2)cc1 | . | 9.3% | -11.3%
CCOC(=O)c1[nH]c2cc(OC)c(OC)cc2c1NC(=O)CN1CCN(c2ccc(OC)cc2)C(C)C1 (configuration not stated) | . | 11.6% | -8.9%
Cc1nc(Nc2cccc(O)c2)c2c3c(sc2n1)CCC3 | 20.6µM* | . | 4.5%
Cc1ccc(NC(=O)/C=N/OCC(=O)NCc2ccccc2Cl)cc1 | -5.8% | 3.1% | -2.2%
COc1ccc(N2CC(C(=O)NCCCN3CCOCC3)CC2=O)cc1 (configuration not stated) | 11.4% | 4.1% | 4.1%
CCCSc1nnc(CSc2ncccn2)n1C | 9.4% | 2.3% | 7.8%
COc1ccc(Br)cc1CNC(=O)C1CCN(S(=O)(=O)N2CCC(C)CC2)CC1 | ? | 0.0% | 3.8%
Cc1cccc(NC(=O)c2cc(S(=O)(=O)N3CCCCCC3)cn2C)c1C | ? | 5.3% | .
Cc1ccc(SCC(=O)Nc2ccc(N3CCN(C)CC3)c(F)c2)cc1 | 20.6µM* | 1.0% | -10.8%
S=c1[nH]ccn1-c1ccc(Cl)cc1 | ? | ? | -6.2%
O=C(NCCc1ccccc1)C1=COCCO1 | -1.1% | 1.3% | 1.0%
O=C(O)c1ccc(NC(=S)NC(NC(=O)c2ccco2)C(Cl)(Cl)Cl)cc1 (configuration not stated) | 8.0% | -3.6% | -0.8%
O=C(Nc1cc(Cl)ccn1)C1(c2ccccc2)CC1(Cl)Cl (configuration not stated) | ? | -5.9% | 10.0%
NS(=O)(=O)c1ccc(N/N=C/c2ccncc2)cc1 | -12.6% | -2.9%[0.0935 µM] | -6.5%
O=C(NCc1cccnc1)c1ccc2c(c1)OCO2 | 3.1% | -2.0% | 9.2%
CC(C)CNC(=O)C1CCN(CC2CCCCC2)CC1 | -4.9% | . | -16.3%
COc1ccc(CNC(=O)CN(C(=O)c2csnn2)c2cccc3c2CCCC3)cc1 | -16.8% | -10.9% | -6.9%
O=C(CSc1nnc(-c2ccccc2)o1)NC(=O)Cc1ccccc1 | -3.6% | -2.9% | .
CN(C)CCCNC(CC(=O)Nc1cccc([N+](=O)[O-])c1)C(=O)O (configuration not stated) | 2.6% | 5.1% | -15.0%
COc1ccc(NC(=O)c2ccc(-c3ccccc3C(F)(F)F)o2)cc1 | 16.4µM* | . | ?
CCc1noc(C)c1C(=O)OC(C)C(=O)Nc1ccc(Cl)cn1 (configuration not stated) | ? | -1.4% | .
CN(Cc1cn[nH]c1-c1ccc2c(c1)OCO2)C1CCOCC1 | 4.4% | 2.4% | -14.5%
O=C(COc1cccc(C(F)(F)F)c1)Nc1ccccc1N1CCCCC1 | -23.1% | . | -6.1%
CCOC(=O)c1cnc2c(cnn2C)c1NCCCn1ccnc1 | -1.4% | 5.1% | 4.1%

# (listing goes on)
Structure | TDP1 cell noCPT | TDP1 inh | N370S GC mod
COc1ccc(OC)c(NC(=O)C(=O)NCCC2=CCCCC2)c1 | ? | 5.9% | 9.3%
COc1cc2c(cc1NC(=O)/C=C/c1ccccc1)oc1ccccc12 | ? | 1.0% | 1.4%
CCc1cc2c(NC(C(=O)O)C(C)C)ncnc2s1 (configuration not stated) | -5.2% | 3.2% | 6.4%
CC(C)(C)c1ccc(OCC(=O)N2CCN(c3ccccn3)CC2)cc1 | ? | 0.3% | .
COc1ccc(NC(=O)Cn2c(=O)n(-c3cccc(C)c3)c(=O)c3c2c2cc(C)ccc2n3C)cc1Cl | -26.8% | 2.9% | .
COC(=O)CNC(c1ccccc1)c1cc(C)ccc1NC(=O)CNC(=O)OCc1ccccc1 (configuration not stated) | ? | 2.0% | -9.3%
CCN(CC)CCCCN1c2ccccc2Sc2ccccc21 | 20.6µM* | . | ?
COc1cccc(-c2nc(CS(=O)(=O)CC(=O)Nc3ccccc3Br)c(C)o2)c1 | ? | 3.2% | -9.6%
O=[N+]([O-])c1ccccc1S(=O)(=O)N1CCN(CC2CC3C=CC2C3)CC1 (configuration not stated) | -16.2% | 3.6% | -4.2%
CCCCn1c(N)c(N(CC(C)C)C(=O)CC2CCCCC2)c(=O)[nH]c1=O | -8.7% | -2.6% | -1.0%
CCC(=NNC(=O)c1cccc(S(=O)(=O)N2CCOCC2)c1)c1ccccc1 | 16.7% | 1.2% | .
CC(Sc1nnnn1-c1ccccc1)C(=O)Nc1ccccc1-c1ccccc1 (configuration not stated) | ? | -0.6% | -11.2%
O=C(N/N=C/c1ccc(-c2cccc(C(F)(F)F)c2)o1)c1ccccc1O | 8.2µM* | 4.1% | -1.6%
N#CCCn1cc(/C=N/NC(=O)c2ccncc2)c(-c2ccc(F)cc2)n1 | -1.3% | 3.2% | 5.3%
COc1ccc(CNC(=O)C(C)Sc2nc(-c3ccccc3)cc(C(F)(F)F)n2)cc1 (configuration not stated) | ? | -6.3% | .
CCOc1cc2sc(N3CCC(C(=O)Nc4ccccc4C(=O)OC)CC3)nc2cc1Br | -8.8% | -2.0% | .
COc1cccc(NC(=S)N(CCN(C)C)C(C)c2cccnc2)c1 (configuration not stated) | -5.5% | 0.0% | 8.8%
CC(=O)N1CCCN(C(=O)c2ccc3nc(Cc4ccccc4F)oc3c2)CC1 | 2.9% | 2.4% | -0.5%
COc1ccc(C2CC(=O)c3cc(-c4nc(-c5cccc([N+](=O)[O-])c5)cs4)c(=O)n(-c4ccccc4C)c3C2)cc1 (configuration not stated) | -12.5% | 2.7% | .
CCOC(=O)CS(=O)(=O)c1nc(-c2ccccc2)cc(C(F)(F)F)n1 | 1.64µM* | 2.9% | 6.0%
COc1ccc(C)cc1NC(=O)C1CCC(CNS(=O)(=O)c2ccc3c(c2)CCCC(=O)N3)CC1 (configuration not stated) | 4.61µM* | 7.9% | .
O=C1/C(=C/Nc2cccc([N+](=O)[O-])c2)CCc2ccccc21 | -27.7% | 6.9% | -3.4%
O=c1[nH]c(=O)n(CCOc2ccc(Cl)cc2)cc1Br | -20.1% | 2.0% | -1.3%
COc1cc(-c2noc(CCCC(=O)NCc3ccccc3)n2)cc(OC)c1OC | ? | 4.0% | -1.9%
Fc1ccc(NC(=S)Nc2cccc3ccccc23)cc1 | ? | . | -6.4%
Cc1cc(C)cc(NC(=O)CN2CCc3cc4c(cc3C2C)OCCCO4)c1 (configuration not stated) | ? | 1.3% | -2.8%
CCOc1ccc2c(c1)C(N(CCN1CCOCC1)C(=S)Nc1ccccc1OC)CC(C)(C)O2 (configuration not stated) | ? | 8.1% | ?
COc1ccc(NC(=O)COc2coc(CN3CCCc4ccccc43)cc2=O)cc1 | -13.9% | -6.6% | -3.5%
O=C(COC(=O)c1ccc(Br)cc1)NCc1ccccc1 | -20.4% | 5.3% | 4.1%
Cc1cc(C)nc(NC(=O)CSc2nn(-c3ccccc3)c(=S)s2)n1 | ? | . | 25.7%
S=C(NCC1CCCO1)N1CCN(c2cccc(Cl)c2)CC1 (configuration not stated) | ? | -2.6% | 2.2%
Cc1cccc(-c2c3c(=O)n(C)c(=O)n(C)c3c3cccnn23)c1 | ? | 1.9% | 5.0%
O=C(Nc1ccc([N+](=O)[O-])cc1)C1(c2ccccc2)CCOCC1 | -23.3% | 2.2% | 2.8%
CSCCC(=O)N1CCC(n2nccc2NC(=O)c2ccc3c(c2)OCO3)CC1 | -0.2% | 2.7% | 0.0%
CC(/C=N/NC(=O)Cc1cc(=O)[nH][nH]1)=C\c1ccccc1 | -1.7% | 13.7% | 2.1%
Cc1ccc(SCC2(O)CCN(C(=O)c3ccc(Cl)cc3)CC2)cc1 | ? | -0.5% | -2.8%

# Whole records as entered above. Order of screens: TDP1 cell noCPT	TDP1 inh	N370S GC mod
# Cc1cccc(NC(=O)c2cc(S(=O)(=O)N3CCCCCC3)cn2C)c1C across the screens: ?	5.3%	.
# CCOc1ccc(C(C)NC(=O)CN2C(=O)NC3(CCCCC3)C2=O)cc1OCC (configuration not stated) across the screens: 3.7%	-0.4%	.

# Assay outcomes: PubChem, National Center for Advancing Translational Sciences (NCATS)
